TDP1 cell noCPT: qHTS for Inhibitors of human tyrosyl-DNA phosphodiesterase 1 (TDP1): qHTS in cells in absence of CPT; Potency, µM (titrated, usually from 46.2 µM), inactives show top-dose activity change, negative = growth inhibition, most hits filed as inhibitors; AID 686978, 2013; DT40 Tdp1-/- hTDP1 cells, no CPT, ATP luminescence, 48 h; actives 15% (n = 420,000); further: nearly all actives have a fitted effect of over 55% in size
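Growth kinetics read by CellTiter-Glo luminescence after ≥48 hr at 37 °C. Cells: DT40 Tdp1-/- stably carrying human TDP1, 400 per well, compound exposure in the absence of CPT (DMSO vehicle).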
TDP1 cell CPT: qHTS for Inhibitors of human tyrosyl-DNA phosphodiesterase 1 (TDP1): qHTS in cells in presence of CPT. chicken DT40 Tdp1-/-;hTDP1 cells + 20 nM CPT, ATP luminescence, 48 h. Potency, µM (titrated, usually from 46.2 µM), for inactives: at the highest dose activity change, negative = growth inhibition, hits mostly inhibitors. actives 12% (n = 420,000); further: nearly all actives have a fitted effect of over 55% in size
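Chicken DT40 Tdp1-/- cells stably complemented with human TDP1 were seeded at 400 cells/well in medium containing 20 nM camptothecin, exposed to pin-transferred compounds, and grown at 37 °C for at least 48 hr. Viability was read as ATP luminescence.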
TDP1 block: qHTS Assay for Inhibitors of Tyrosyl-DNA Phosphodiesterase (TDP1) | recombinant TDP1, AlphaScreen DNA substrate cleavage | Potency, µM (titrated, usually from 130 µM), for inactives: at the highest dose activity change, negative = inhibition, usual class: inhibitors | actives 0.28% (n = 350,000) | AID 485290, 2010; further: nearly all actives have a fitted effect of over 40% in size
Target sequence (Q9NUW8 whole entry, looked up): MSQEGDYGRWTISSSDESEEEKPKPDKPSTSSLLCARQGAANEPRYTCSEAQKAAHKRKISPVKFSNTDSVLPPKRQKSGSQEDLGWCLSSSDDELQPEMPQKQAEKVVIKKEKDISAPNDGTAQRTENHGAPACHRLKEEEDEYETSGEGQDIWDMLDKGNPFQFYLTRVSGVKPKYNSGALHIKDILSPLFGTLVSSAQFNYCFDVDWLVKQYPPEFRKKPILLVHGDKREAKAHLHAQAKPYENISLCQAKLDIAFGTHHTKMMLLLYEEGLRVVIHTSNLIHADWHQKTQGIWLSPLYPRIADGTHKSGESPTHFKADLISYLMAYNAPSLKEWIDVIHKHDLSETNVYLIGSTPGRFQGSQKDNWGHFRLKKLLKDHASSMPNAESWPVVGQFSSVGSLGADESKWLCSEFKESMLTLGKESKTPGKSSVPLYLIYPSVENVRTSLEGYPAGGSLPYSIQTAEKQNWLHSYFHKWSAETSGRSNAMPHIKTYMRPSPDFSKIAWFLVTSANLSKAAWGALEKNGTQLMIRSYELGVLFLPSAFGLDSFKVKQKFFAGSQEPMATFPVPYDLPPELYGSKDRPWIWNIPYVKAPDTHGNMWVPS
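Recombinant human Tdp1 (E. coli-expressed, 1 nM final) preincubated with compounds 15 min at room temperature, then 5'-biotin/3'-phosphotyrosine-FITC DNA substrate (15 nM final) added for 5 min. AlphaScreen beads (10 ug/ml final) added 10 min; cleavage lowers signal.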
* hit, by the source's call; ? = inconclusive; / = not tested or not shown; [ ] = dose if it differs, or a comment. The call rests on the fitted dose curve; in most records, active means well fitted curve in the direction sought with a large enough effect; inconclusive means small, poorly fitted or top-dose-only effect, or another doubt; inactive means no such curve, though single readings can be large; an effect the other way counts as inactive or inconclusive. On the % scale 0 is the no-effect control and ±100 the full control effect; potency means the concentration at half of the fitted maximal effect.

COc1ccc(N=C2SC(CC(=O)Nc3ccccc3)C(=O)N2CCN2CCOCC2)cc1 (stereo not given)
  TDP1 cell noCPT: -21.9% | TDP1 cell CPT: 0.3% | TDP1 block: 0.6%

CSCC[C@H](NC(=O)Cc1c(C)c2c(cc(C)c3c(C)coc32)oc1=O)C(=O)O
  TDP1 cell noCPT: -1.5% | TDP1 cell CPT: 16.4% | TDP1 block: /

CCOCCCNCc1ccc(OCc2ccccc2C)c(OC)c1
  TDP1 cell noCPT: ? | TDP1 cell CPT: ? | TDP1 block: 1.8%

N#Cc1nc(Cc2cccc3ccccc23)oc1NCc1ccco1
  TDP1 cell noCPT: -27.6% | TDP1 cell CPT: -24.5% | TDP1 block: 9.8%

CCOC(=O)c1c(NC(=O)C2c3ccccc3Oc3ccccc32)sc(C)c1C
  TDP1 cell noCPT: 20.6µM* | TDP1 cell CPT: ? | TDP1 block: 2.1%

O=C1C=C(c2cc(F)ccc2F)C[C@@H](c2ccc(F)cc2)C1
  TDP1 cell noCPT: -18.9% | TDP1 cell CPT: -21.5% | TDP1 block: -7.1%

COc1ccccc1C1CCN(C(=O)c2cccc([N+](=O)[O-])c2)CC1
  TDP1 cell noCPT: 16.4µM* | TDP1 cell CPT: ? | TDP1 block: 0.0%

O=C(CC1CCCC1)Nc1nnc(C2CC2)s1
  TDP1 cell noCPT: 0.7% | TDP1 cell CPT: 0.1% | TDP1 block: 2.1%

CC(=O)c1ccc(N2CCN(C3CCC(C(C)(C)C)CC3)CC2)cc1 (stereo not given)
  TDP1 cell noCPT: ? | TDP1 cell CPT: -24.3% | TDP1 block: /

Cc1cccc(NC(=S)NC23CN4CN(CN(C4)C2)C3)c1
  TDP1 cell noCPT: ? | TDP1 cell CPT: ? | TDP1 block: 0.0%

COc1ccccc1NC(=O)c1coc(=O)c(Br)c1
  TDP1 cell noCPT: 2.06µM* | TDP1 cell CPT: 0.731µM* | TDP1 block: 0.0%

COc1ncc2nc(-c3cc(F)cc(F)c3)c(=O)n(C)c2n1
  TDP1 cell noCPT: 5.4% | TDP1 cell CPT: 4.4% | TDP1 block: /

Cc1cc(C)cc(N(CC(=O)NCc2ccco2)S(=O)(=O)c2c(C)noc2C)c1
  TDP1 cell noCPT: -24.3% | TDP1 cell CPT: -27.3% | TDP1 block: 1.2%

COc1ccc(C(C)=O)cc1CN1C(=O)C(C)ON=C1c1ncccc1C (stereo not given)
  TDP1 cell noCPT: 10.1% | TDP1 cell CPT: -11.2% | TDP1 block: /

CN(Cc1cccc(F)c1)C(=O)c1ccc(S(=O)(=O)N2CCCCCC2)cc1
  TDP1 cell noCPT: ? | TDP1 cell CPT: ? | TDP1 block: 0.0%

Exported with two lines to a compound: part of the list above
Every second line gives: TDP1 cell noCPT | TDP1 cell CPT | TDP1 block
- Cc1cc(C)cc(N(CC(=O)NCc2ccco2)S(=O)(=O)c2c(C)noc2C)c1
  -24.3% | -27.3% | 1.2%
- N#Cc1nc(Cc2cccc3ccccc23)oc1NCc1ccco1
  -27.6% | -24.5% | 9.8%
- Cc1cccc(NC(=S)NC23CN4CN(CN(C4)C2)C3)c1
  ? | ? | 0.0%

More structures follow:
Cc1c(NC(=O)C(C)OC(=O)c2ncc(Cl)c(Cl)c2Cl)c(=O)n(-c2ccccc2)n1C (stereo not given)
  TDP1 cell noCPT: 4.5% | TDP1 cell CPT: -4.2% | TDP1 block: 0.2%

COc1ccc(NC(=O)CN(C)S(=O)(=O)c2ccc3c(c2)CCCN3C(C)=O)cc1Cl
  TDP1 cell noCPT: 20.6µM* | TDP1 cell CPT: ? | TDP1 block: 3.3%

Cc1cc(Cl)ccc1NC(=O)CN(c1ccccc1Br)S(C)(=O)=O
  TDP1 cell noCPT: -29.0% | TDP1 cell CPT: ? | TDP1 block: 0.4%[12.3 µM]

CC(C)(C)c1ccc(C(O)c2ncc(-c3ccc(F)cc3)[nH]2)cc1 (stereo not given)
  TDP1 cell noCPT: -40.1% | TDP1 cell CPT: ? | TDP1 block: /

O=C(CSc1ncnc2c1cnn2-c1ccccc1Cl)N1CCN(C(=O)c2ccco2)CC1
  TDP1 cell noCPT: ? | TDP1 cell CPT: -20.0% | TDP1 block: 6.9%

CC(C)N(C(=O)Cn1c(SCC(=O)NC2CC2)nc2ccccc21)C(C)C
  TDP1 cell noCPT: -19.7% | TDP1 cell CPT: -5.9% | TDP1 block: /

COc1cc(/C=N/NC(=S)Nc2cccc(Cl)c2C)ccc1OCC(=O)N1CC(C)OC(C)C1 (stereo not given)
  TDP1 cell noCPT: 14.6µM* | TDP1 cell CPT: 14.6µM* | TDP1 block: 5.4%

COc1ccccc1N1CCN(C(=O)NCc2cccc(C(F)(F)F)c2)CC1
  TDP1 cell noCPT: ? | TDP1 cell CPT: 1.4% | TDP1 block: 5.5%

CC(/C=C/c1ccccc1)=N\NC(=O)Cn1nc(C)cc1C
  TDP1 cell noCPT: -9.9% | TDP1 cell CPT: 1.8% | TDP1 block: 5.3%

Cn1c(SCc2ccc(C(F)(F)F)cc2)nc2c([nH]c3ccccc32)c1=O
  TDP1 cell noCPT: 18.4µM* | TDP1 cell CPT: 9.2µM* | TDP1 block: 6.6%

C=CCOC(=O)C1=C(C)OC(N)=C(C#N)C1c1ccc(OC)c(CSc2ccccn2)c1 (stereo not given)
  TDP1 cell noCPT: -28.1% | TDP1 cell CPT: -12.4% | TDP1 block: 8.1%

O=c1[nH]n(Cc2ccccc2)c2ccccc12
  TDP1 cell noCPT: -10.3% | TDP1 cell CPT: 33.4%[activator] | TDP1 block: /

Cc1ccc(S(=O)(=O)N(C)C)cc1NC(=O)C1CCN(C(=O)Nc2ccccc2)CC1
  TDP1 cell noCPT: -10.4% | TDP1 cell CPT: -23.7% | TDP1 block: -5.4%

COc1ccc(-n2ccnc(SCC(=O)NCc3ccccc3Cl)c2=O)cc1
  TDP1 cell noCPT: ? | TDP1 cell CPT: ? | TDP1 block: 1.2%

O=C(c1ccc2c(c1)OCCO2)N(Cc1cccnc1)c1nc2c(F)cc(F)cc2s1
  TDP1 cell noCPT: ? | TDP1 cell CPT: ? | TDP1 block: 2.7%

Copied from the list:
COc1ncc2nc(-c3cc(F)cc(F)c3)c(=O)n(C)c2n1 | TDP1 cell CPT = 4.4%
O=C(c1ccc2c(c1)OCCO2)N(Cc1cccnc1)c1nc2c(F)cc(F)cc2s1 | TDP1 block = 2.7%
COc1ccc(N=C2SC(CC(=O)Nc3ccccc3)C(=O)N2CCN2CCOCC2)cc1 (stereo not given) | TDP1 cell noCPT = -21.9%
O=C1C=C(c2cc(F)ccc2F)C[C@@H](c2ccc(F)cc2)C1 | TDP1 cell CPT = -21.5%
Cn1c(SCc2ccc(C(F)(F)F)cc2)nc2c([nH]c3ccccc32)c1=O | TDP1 cell CPT = 9.2µM*
O=C(CC1CCCC1)Nc1nnc(C2CC2)s1 | TDP1 block = 2.1%
C=CCOC(=O)C1=C(C)OC(N)=C(C#N)C1c1ccc(OC)c(CSc2ccccn2)c1 (stereo not given) | TDP1 block = 8.1%

(continued)
O=C(NCCc1cnc[nH]1)Nc1cccc(C(F)(F)F)c1
  TDP1 cell noCPT: -27.1% | TDP1 cell CPT: -0.4% | TDP1 block: 7.3%

Cc1nc(-n2nc(C)c(CCC(C)C)c2C)sc1C(=O)Nc1cccc(Cl)c1C
  TDP1 cell noCPT: -12.9% | TDP1 cell CPT: -0.3% | TDP1 block: -5.7%

Cn1c(C2CCCCC2)nc2c1c(=O)[nH]c(=O)n2Cc1ccccc1
  TDP1 cell noCPT: -5.0% | TDP1 cell CPT: -1.9% | TDP1 block: -0.6%

C[C@]12c3[nH]c4cc(-c5ccco5)ccc4c3CCN1C(=O)[C@@H](CC(=O)NCCN1CCOCC1)C[C@@H]2C(=O)N1CCCCC1
  TDP1 cell noCPT: ? | TDP1 cell CPT: -28.3% | TDP1 block: 4.3%[56.1 µM]

Cc1cc(C)c2cc(C#N)c(NCCOC(=O)c3ccccc3C)nc2c1
  TDP1 cell noCPT: ? | TDP1 cell CPT: -0.9% | TDP1 block: ?

N#C/C(=N\Nc1ccc(S(=O)(=O)N2CCCCC2)cc1)C(N)=S
  TDP1 cell noCPT: ? | TDP1 cell CPT: ? | TDP1 block: 5.6%

Cc1cc(C(=O)Nc2c(C)nn(Cc3ccccc3)c2C)on1
  TDP1 cell noCPT: 3.2% | TDP1 cell CPT: 2.5% | TDP1 block: 1.0%

CCN(C(=O)CSc1nnc(-c2cc3occc3n2C)n1-c1ccccc1C)c1cccc(C)c1
  TDP1 cell noCPT: ? | TDP1 cell CPT: ? | TDP1 block: 5.0%

O=C(COc1ccccc1Cl)OCc1cc(=O)n2nc(C3CC3)sc2n1
  TDP1 cell noCPT: -13.6% | TDP1 cell CPT: -23.1% | TDP1 block: 1.9%

Cc1c(Cl)cccc1NC(=S)NCCc1ccccn1
  TDP1 cell noCPT: -4.6% | TDP1 cell CPT: 7.7% | TDP1 block: 4.7%

CCN(CC)C(=O)COc1coc(CN2CCN(c3cccc(Cl)c3)CC2)cc1=O
  TDP1 cell noCPT: 0.1% | TDP1 cell CPT: -1.3% | TDP1 block: 2.3%

O=C1CC(c2ccccc2Cl)C2=C(COC2=O)N1 (stereo not given)
  TDP1 cell noCPT: -0.4% | TDP1 cell CPT: 8.9% | TDP1 block: 5.9%

CCOc1ccc(CCNC(=O)Cn2ncn3c(cc4sc(C)cc43)c2=O)cc1OCC
  TDP1 cell noCPT: ? | TDP1 cell CPT: 0.6% | TDP1 block: 2.0%

C#CCNC(=O)C1=C[C@H](C2CCCCC2)C[C@H](OCc2ccc(CO)cc2)O1
  TDP1 cell noCPT: ? | TDP1 cell CPT: ? | TDP1 block: 1.3%

COc1c([N+](=O)[O-])c(=O)oc2ccccc12
  TDP1 cell noCPT: -9.3% | TDP1 cell CPT: -6.4% | TDP1 block: 2.7%

Cc1cc(S(=O)(=O)N2CCCC2)ccc1OCC(=O)Nc1ccc(C(N)=O)cc1
  TDP1 cell noCPT: -28.5% | TDP1 cell CPT: -19.5% | TDP1 block: 2.4%

COc1cccc(NC(=O)Cn2c(=O)n(C)c(=O)c3sc4c(c32)COC(C)(C)C4)c1
  TDP1 cell noCPT: 3.1% | TDP1 cell CPT: 1.7% | TDP1 block: 6.6%

CC(=O)c1c(C)oc(C)c1CSCc1ccc(C(=O)O)o1
  TDP1 cell noCPT: -8.9% | TDP1 cell CPT: -16.8% | TDP1 block: ?

CCC(C)(C)NC(=O)C(c1cccnc1)N(CCOC)C(=O)Cn1nnc2ccccc21 (stereo not given)
  TDP1 cell noCPT: -29.7% | TDP1 cell CPT: -6.9% | TDP1 block: -1.9%

O=C(Nc1ccccc1)C1=C[C@@H](C2CCCCC2)C[C@@H](OCCCCO)O1
  TDP1 cell noCPT: -28.3% | TDP1 cell CPT: 0.1% | TDP1 block: 1.3%

Cc1ccc(Cl)cc1N1CCN(c2cccc[n+]2C)CC1
  TDP1 cell noCPT: 25.9µM* | TDP1 cell CPT: ? | TDP1 block: 11.3%

CCOc1ccc2nc(NCCCNS(=O)(=O)c3ccc(C)cc3)c(C#N)cc2c1
  TDP1 cell noCPT: -1.6% | TDP1 cell CPT: -19.3% | TDP1 block: -0.7%[56.1 µM]

COc1cccc(CNC(=O)c2cc(S(=O)(=O)N3CCCC3)cn2C)c1
  TDP1 cell noCPT: -5.2% | TDP1 cell CPT: -23.3% | TDP1 block: /

Nc1ccc(C(=O)OCC(=O)N2CCN(C(=O)c3ccco3)CC2)cc1[N+](=O)[O-]
  TDP1 cell noCPT: -17.0% | TDP1 cell CPT: -19.4% | TDP1 block: 2.7%

COc1ccc(S(=O)(=O)N(C)C[C@H]2Oc3ccc(NS(=O)(=O)c4cccs4)cc3CC(=O)N([C@H](C)CO)C[C@H]2C)cc1
  TDP1 cell noCPT: ? | TDP1 cell CPT: ? | TDP1 block: 3.1%

Pulled by structure from the entries so far:
O=C(Nc1ccccc1)C1=C[C@@H](C2CCCCC2)C[C@@H](OCCCCO)O1
  TDP1 cell noCPT: -28.3% | TDP1 cell CPT: 0.1% | TDP1 block: 1.3%

Cc1ccc(Cl)cc1N1CCN(c2cccc[n+]2C)CC1
  TDP1 cell noCPT: 25.9µM* | TDP1 cell CPT: ? | TDP1 block: 11.3%

COc1cccc(CNC(=O)c2cc(S(=O)(=O)N3CCCC3)cn2C)c1
  TDP1 cell noCPT: -5.2% | TDP1 cell CPT: -23.3% | TDP1 block: /

CCC(C)(C)NC(=O)C(c1cccnc1)N(CCOC)C(=O)Cn1nnc2ccccc21 (stereo not given)
  TDP1 cell noCPT: -29.7% | TDP1 cell CPT: -6.9% | TDP1 block: -1.9%
